# ABHD4 inh – ABHD4 inhibitors, primary screen, biochemical, fluorescence polarization, mouse. inhibition, % at 8.92 µM. hit rate 0.54% among 370,000. AID 720543, 2013. purified mABHD4, FP-Rh probe fluorescence polarization;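 active means inhibition exceeding the mean over every tested compound plus 3 SD, cut at about 30% in these data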;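 further: 0% = plate median of compound wells and 100% = S159A mutant with DMSO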
#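 Doses – 8.92 µM, single dose · Material – wild-type mouse ABHD4 protein · Replication – single well per compound (singlicate) · Measure – percent inhibition of probe binding, normalized to plate controls · Schedule – 45 min compound pre-incubation plus 60 min probe step, 25 °C · Detection – fluorescence polarization with parallel and perpendicular emission, 525/598 nm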
# PRMT1 inh – PRMT1 methyltransferase inhibitors, primary screen, biochemical, fluorescence polarization. Protein arginine N-methyltransferase 1 (Homo sapiens), Q99873. recombinant PRMT1, activity-based probe fluorescence polarization. inhibition, % at 2.79 µM. hit rate 1.3% among 370,000;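 active means inhibition above about 21% made by adding two undisclosed values, limit read from the data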
# Target sequence (Q99873 whole entry, looked up): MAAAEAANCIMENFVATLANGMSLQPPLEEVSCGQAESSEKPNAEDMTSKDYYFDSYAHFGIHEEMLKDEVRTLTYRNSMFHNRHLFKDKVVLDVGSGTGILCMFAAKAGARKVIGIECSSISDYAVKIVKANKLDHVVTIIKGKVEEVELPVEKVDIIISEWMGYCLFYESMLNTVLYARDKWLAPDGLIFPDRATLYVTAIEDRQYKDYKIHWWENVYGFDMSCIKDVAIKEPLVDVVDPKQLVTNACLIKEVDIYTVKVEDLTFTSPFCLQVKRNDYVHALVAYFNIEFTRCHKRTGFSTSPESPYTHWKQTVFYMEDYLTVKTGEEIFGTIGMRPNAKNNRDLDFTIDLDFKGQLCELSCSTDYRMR
# TDP2 inh – human TDP2 enzyme inhibitors, primary screen, biochemical, epi absorbance, recombinant enzyme; Tyrosyl-DNA phosphodiesterase 2 (Homo sapiens), O95551; T5PNP hydrolysis, p-nitrophenol absorbance 415 nm; inhibition, % at 12.8 µM; hit rate 0.34% among 370,000; AID 720702, 2013;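 active means inhibition above the mean of all tested compounds plus 3 SD, set per campaign, cut at about 25% in these data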;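 further: 0% = DMSO with enzyme and 100% = buffer with substrate but no TDP2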
#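 Evaluation: % inhibition relative to enzyme-containing and enzyme-free wells. Material: recombinant human TDP2. Benchmarks: enzyme-free and DMSO wells. Timing: enzyme reaction with compound for 2 h at 37 °C. Compound dosing: 12.8 µM only. Measured by: p-Nitrophenol epi absorbance. Reagent: T5PNP substrate at 5 mM, a TopII-DNA adduct mimic. Replication: single well per compound.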
# rCAG binder – binders of r(CAG) RNA repeats, primary screen, biochemical, fluorescence. r(CAG) RNA repeat, TO-PRO-1 dye displacement fluorescence. inhibition, % at 3 µM. hit rate 1.3% among 370,000. AID 651821, 2012;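 active means inhibition above the plate cutoff, the mean of all test compounds on that plate plus 3 SD, cut at about 35% in these data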;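 further: 0% = DMSO alone and 100% = 100 µM mitoxantrone as full dye displacement; higher means more dye released from RNA so lower well fluorescence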
# TCR-CD3 inh – inhibitors of human TCR-CD3 interaction, primary screen, biochemical, fluorescence, TAMRA-labeled TCR probe; T-cell receptor (TCR); inhibition, % at 9.4 µM; hit rate 0.37% among 360,000; in the data active means inhibition above about 19%;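 further: recombinant mutant TCR 2C K166C tagged with TAMRA read by polarization; 0% = receptor in buffer alone and 100% = receptor with positive control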
# Rev-erbA mod – modulators of Rev-erb alpha DNA binding, primary screen, biochemical, FITC-DNA, fluorescence polarization, uHTS. Nuclear receptor subfamily 1 group D member 1 (Homo sapiens), P20393. Rev-erbα–FITC-DNA binding, 90 min. activity, % at 10 µM. hit rate 0.79% among 370,000;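 active means activity above about 14%, limit read from the data; passing the limit was not always enough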;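 further: 0% = DMSO wells with 35 nM protein and 100% = DMSO wells with 750 nM protein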
# Target sequence (P20393 whole entry, looked up): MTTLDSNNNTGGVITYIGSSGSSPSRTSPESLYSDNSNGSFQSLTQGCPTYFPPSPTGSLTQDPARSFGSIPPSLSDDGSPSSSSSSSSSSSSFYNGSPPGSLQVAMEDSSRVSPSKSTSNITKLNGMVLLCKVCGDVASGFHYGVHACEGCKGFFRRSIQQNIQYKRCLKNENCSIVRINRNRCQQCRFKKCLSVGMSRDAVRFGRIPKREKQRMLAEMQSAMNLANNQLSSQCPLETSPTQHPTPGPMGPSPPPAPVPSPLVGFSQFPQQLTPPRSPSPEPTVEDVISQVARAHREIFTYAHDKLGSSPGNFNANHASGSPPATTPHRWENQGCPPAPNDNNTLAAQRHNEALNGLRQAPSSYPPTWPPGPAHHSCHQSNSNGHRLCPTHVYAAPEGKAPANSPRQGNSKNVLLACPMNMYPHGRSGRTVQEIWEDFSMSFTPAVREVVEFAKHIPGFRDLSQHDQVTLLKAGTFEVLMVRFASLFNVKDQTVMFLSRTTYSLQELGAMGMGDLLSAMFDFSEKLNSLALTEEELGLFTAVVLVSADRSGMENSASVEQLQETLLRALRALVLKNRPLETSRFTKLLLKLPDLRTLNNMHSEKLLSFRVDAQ
# HTRA1 inhibitor – HTRA1 serine protease inhibitors, primary screen, biochemical, fluorescence polarization, HTS; Q92743; recombinant HTRA1, FP-rhodamine activity-based probe; inhibition, % at 5.96 µM; hit rate 0.5% among 340,000; in the data active means inhibition above about 36%;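 further: 0% = enzyme with DMSO and 100% = wells lacking enzyme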
# PG9 binder – binders of HIV-1 gp120 antibody PG9, primary screen, biochemical, TR-FRET; hit rate 0.43% among 360,000; TR-FRET gp120-PG9 antibody binding; inhibition, % at 6.7 µM; in the data active means inhibition above about 8.5%
# SIAE primary – human SIAE inhibitors, primary screen, biochemical, fluorescence polarization, FP-Rh probe, 1536-well HTS. Sialate O-acetylesterase (Homo sapiens), Q9HAT2. SIAE FP-Rh probe binding. inhibition, % at 9.66 µM. hit rate 0.69% among 370,000;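 active means inhibition above a cutoff: mean of compounds within the control limits plus 3 SD of those, cut at about 17% in these data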;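 further: 0% = plate median of compound wells and 100% = probe without SIAE protein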
# LEDGF integ inh – blockers of LEDGF/p75-dependent integrase strand transfer – biochemical, TR-FRET, high throughput, primary screen; HIV-1 integrase (with human LEDGF/p75); TR-FRET IN-LEDGF/p75 DNA integration, Eu/Cy5; inhibition, % at 3.7 µM; hit rate 0.64% among 370,000; AID 743269, 2014;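 active means inhibition above the screen-wide mean plus 3 SD, cut at about 13% in these data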;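 further: signal is the Cy5 over europium emission ratio at 671 and 618 nm; 0% = plate median of compound wells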
# Starred values were filed as active, the others as inactive; / = no result given. Some of the compounds tested. The share of hits here may be higher or lower than overall.
SMILES,ABHD4 inh,PRMT1 inh,TDP2 inh,rCAG binder,TCR-CD3 inh,Rev-erbA mod,HTRA1 inhibitor,PG9 binder,SIAE primary,LEDGF integ inh
CN(C)CCN1CCN(C2CN(CCc3ccccc3)S(=O)(=O)C2)CC1 (stereo unspecified),-3,-3,-5,2,-2,-1,/,-0.2,4,6
O=C(Cc1ccccc1)NCC(=O)N/N=C/c1ccc([N+](=O)[O-])s1,7,7,2,3,-1,0,3,0.7,10,1
Cc1ccc(-c2ccc(=O)n(CC(=O)NCCN3CCCCC3C)n2)cc1 (stereo unspecified),-5,-1,-6,-2,6,1,5,-0.9,3,-3
O=C(CCCCCN1C(=O)[C@@H]2Cc3ccccc3CN2C1=O)N[C@@H](Cc1ccc(O)cc1)C(=O)O,1,0,-1,4,2,-1,2,-0.7,10,0
CSc1ccccc1NC(=S)N/N=C/c1cccn1Cc1ccc(F)cc1,5,-4,-9,14,4,0,1,-0.2,15,2
NS(=O)(=O)c1cccc(NC(=O)CSc2nnc(C3CC3)n2C2CC2)c1,5,2,3,2,-4,3,13,0.0,11,-4
CCOC(=O)N1CCN(CCC(=O)Nc2ccc(OC)cc2OC)CC1,4,-1,9,-6,3,-1,-1,-0.9,2,-3
Cc1[nH]n(-c2ccccc2)c(=O)c1/C=N/O,4,-1,15,-2,-4,-4,-1,-2.4,16,4
O=c1[nH][nH]c2c1[C@H](c1ccc(F)cc1)O[C@H](CCC(F)(F)F)C2,0,0,0,12,-7,6,/,0.1,8,0
COc1ccc(NC(=O)c2cc(C3CC3)on2)c(OC)c1,5,0,5,1,2,-4,3,-0.8,2,-1
c1ccc(-c2nnnn2-c2ccccc2)cc1,-1,3,6,-5,-5,2,5,1.5,1,-3
Cc1ccc(C(=O)NN2C(=O)C3C(C2=O)C2C=CC3C23CC3)cc1 (stereo unspecified),-3,-2,-4,-1,8,5,-4,-1.4,-2,0
c1ccc2c(c1)ccc1[nH]c3c(c12)CCCC3,2,20,-17,17,-8,4,19,-1.5,-1,0
CCCCn1c(SCC(=O)NCc2ccco2)nc2ccccc2c1=O,2,-2,3,-3,-3,-2,-9,0.2,-4,1
Cn1cc(CN2CCC(n3nccc3NC(=O)CCc3ccccc3)CC2)cn1,3,-2,-3,-2,0,-6,1,-2.7,1,3
CCCCN(C(=O)c1ccc(N2C(=O)c3ccccc3C2=O)cc1)c1c(N)n(CC(C)C)c(=O)[nH]c1=O,2,-2,-6,-2,2,-1,-6,1.5,-14,1
COc1ccc(CCN2CC(C(=O)N(C)CC(=O)Nc3cccc(F)c3)CC2=O)cc1OC (stereo unspecified),0,0,-7,-4,-8,-4,7,0.3,2,-3
O=C(OCc1nc2ccccc2[n+]([O-])c1C(=O)c1ccccc1)c1ccco1,1,0,12,-3,-1,7,5,-0.3,0,-1
CC(C)CC(=O)Nc1ccc(S(=O)(=O)Nc2nccs2)cc1,-3,-1,8,1,-3,-4,1,1.9,12,0
O=C(Nc1cccnc1)c1cc(-c2ccc(Br)cc2)nc2ccccc12,-19,-8,-21,8,-5,10,-23,0.9,-29,4
O=C(CCNC(=O)c1ccc(Br)cc1)Nc1ncccc1O,-4,-2,24,-1,6,1,3,-2.8,24*,1
COc1ccc(NC(=O)CSc2nc3ccncc3[nH]2)c(OC)c1,-7,-3,-4,2,-3,4,3,-2.5,0,2
CC(C)(CO)Nc1nc(N2CCCC2)nc(N2CCCC2)n1,-8,-5,-13,-2,0,-1,4,0.7,-1,3
CC1CCCN(C(=O)C(C)Nc2cc(Cl)ccc2N2CCOCC2)C1 (stereo unspecified),3,2,-7,-3,-11,-3,13,-0.1,5,0
CN(CC(=O)Nc1c(Cl)cccc1Cl)C(=O)c1ccncc1,0,2,8,-1,0,-6,6,-1.8,-2,0
# Continuation.
SMILES,ABHD4 inh,PRMT1 inh,TDP2 inh,rCAG binder,TCR-CD3 inh,Rev-erbA mod,HTRA1 inhibitor,PG9 binder,SIAE primary,LEDGF integ inh
CCN(Cc1ccccc1)S(=O)(=O)c1c(C)[nH]c(C)c1C(=O)N1CCCC1,9,3,6,-2,5,-4,2,0.8,0,2
O=C1COc2ccc(S(=O)(=O)CCC(=O)N3CCN(c4ccccc4)CC3)cc2N1,-7,8,3,4,0,1,4,2.8,-9,3
CC(C)=C(NC(=O)c1ccccc1)C(=O)NC(Cc1ccccc1)C(=O)O (stereo unspecified),9,-1,1,1,4,2,-1,-0.7,-10,1
COc1cccc(C(=O)C2CCCN(C(=O)c3ccccn3)C2)c1 (stereo unspecified),-5,0,0,-4,-6,2,-1,-0.8,-5,-1
CCOc1ccc(C(=O)CCC(=O)Nc2ccc(C)cn2)cc1,4,3,-3,5,-6,1,-17,0.0,-4,-1
COc1ccccc1/C=C/C(=O)c1c2c(c(C)[nH]c1=O)CCCC2,5,0,8,-3,8,-3,-3,-2.2,5,-1
C/C(=N\NC(=O)c1cccc(O)c1)c1cccc(NC(=O)c2ccc(F)cc2)c1,3,3,10,-1,1,-4,-7,-0.5,-12,2
O=C(c1nc2ccccc2s1)N1CCSCC1,-5,4,-16,2,-2,-3,1,2.5,-10,-2
CCn1c(-c2csc3ccccc23)n[nH]c1=S,-7,0,1,-1,-4,8,6,1.2,-1,0
CCOC(=O)c1c(NC(=O)COC)sc(C(C)=O)c1C,3,-1,-27,3,-6,-2,-1,5.4,-3,5
CSc1ccccc1NC(=O)Nc1ccc(Cl)cc1,-8,5,-2,-1,6,2,-32,-2.4,3,2
COc1ccc(NC(=O)CN2CCN(c3ccc(F)cc3)CC2)cc1Cl,6,-4,-9,-8,-1,1,1,-1.5,3,1
CC(C)[C@H]1COCCS(=O)(=O)N1Cc1ccccc1,-4,-2,9,-3,1,-2,2,-0.8,-1,2
C/C(Cn1nnc([N+](=O)[O-])n1)=N\NC(=O)c1ccc(O)cc1,-5,-4,-6,-1,-4,-3,4,-1.6,5,2
CS(=O)(=O)N1N=C(c2ccc(Cl)cc2)CC1c1cccs1 (stereo unspecified),5,-1,-2,-2,4,4,-5,-0.7,-4,1
Cc1nc(NC(=O)COC(=O)c2cccs2)c(Cl)cc1Cl,2,-3,-8,3,-1,1,0,-2.8,2,3
COc1ccc(CNCCCC(=O)Nc2c(Cl)ccc(C)c2Cl)cc1OC,4,-2,29*,-2,10,-1,-2,0.4,2,3
COC(=O)C1CCN(C2CN(Cc3cn(Cc4ccc(C(F)(F)F)cc4)nn3)S(=O)(=O)C2)CC1 (stereo unspecified),0,6,5,-3,2,4,/,-0.4,0,3
CCc1c(C)nc(N)c(C#N)c1-c1ccccc1,3,1,-4,-2,-10,9,4,0.8,-8,-2
O=C(/C=C/NCc1cccnc1)C(F)(F)C(F)(F)F,-6,-10,-4,-2,5,3,6,-1.3,5,2
S=c1[nH]nc(-c2cc(-c3ccccc3)n[nH]2)n1/N=C/C=C/c1ccccc1,-3,3,3,25,-4,-2,-22,0.5,-19,-2
CC(C)(C)Nc1nc(OCC#N)nc(N2CCCCC2)n1,-3,-5,-10,-8,3,2,-1,-0.3,-7,2
O=C(CSc1nncn1-c1cccnc1)Nc1cccc([N+](=O)[O-])c1,-2,0,7,5,-4,0,7,-1.8,0,1
CC(C)Cc1cc(C(=O)Nc2sc3c(c2C#N)CCC3)no1,6,-3,9,7,-4,-4,7,0.2,1,1
COc1cccc(C(=O)NCC(c2ccco2)N2CCOCC2)c1 (stereo unspecified),0,1,-2,0,8,-2,0,-1.3,-3,5
Cc1cc(=O)n2[nH]c(-c3ccc(F)cc3)cc2n1,0,0,1,3,2,1,-1,-2.5,9,1
C/C(=N/OC(=O)c1ccc(F)cc1)c1ccc(C)cc1,3,-1,6,-1,1,-1,-8,-0.3,-2,-1

# At a glance, some entries already given:
SMILES,ABHD4 inh,PRMT1 inh,TDP2 inh,rCAG binder,TCR-CD3 inh,Rev-erbA mod,HTRA1 inhibitor,PG9 binder,SIAE primary,LEDGF integ inh
Cc1nc(NC(=O)COC(=O)c2cccs2)c(Cl)cc1Cl,2,-3,-8,3,-1,1,0,-2.8,2,3
COc1ccc(CNCCCC(=O)Nc2c(Cl)ccc(C)c2Cl)cc1OC,4,-2,29*,-2,10,-1,-2,0.4,2,3
COC(=O)C1CCN(C2CN(Cc3cn(Cc4ccc(C(F)(F)F)cc4)nn3)S(=O)(=O)C2)CC1 (stereo unspecified),0,6,5,-3,2,4,/,-0.4,0,3
CCc1c(C)nc(N)c(C#N)c1-c1ccccc1,3,1,-4,-2,-10,9,4,0.8,-8,-2
O=C(/C=C/NCc1cccnc1)C(F)(F)C(F)(F)F,-6,-10,-4,-2,5,3,6,-1.3,5,2
S=c1[nH]nc(-c2cc(-c3ccccc3)n[nH]2)n1/N=C/C=C/c1ccccc1,-3,3,3,25,-4,-2,-22,0.5,-19,-2
CC(C)(C)Nc1nc(OCC#N)nc(N2CCCCC2)n1,-3,-5,-10,-8,3,2,-1,-0.3,-7,2
O=C(CSc1nncn1-c1cccnc1)Nc1cccc([N+](=O)[O-])c1,-2,0,7,5,-4,0,7,-1.8,0,1
CC(C)Cc1cc(C(=O)Nc2sc3c(c2C#N)CCC3)no1,6,-3,9,7,-4,-4,7,0.2,1,1
COc1cccc(C(=O)NCC(c2ccco2)N2CCOCC2)c1 (stereo unspecified),0,1,-2,0,8,-2,0,-1.3,-3,5
Cc1cc(=O)n2[nH]c(-c3ccc(F)cc3)cc2n1,0,0,1,3,2,1,-1,-2.5,9,1
C/C(=N/OC(=O)c1ccc(F)cc1)c1ccc(C)cc1,3,-1,6,-1,1,-1,-8,-0.3,-2,-1
